BH1578 lux ind – quorum light induction in luxS cqsA deficient V. cholerae. activation, % at 18.7 µM. AID 588436. V. cholerae BH1578 lux reporter, luminescence, 6 h. 350,000 tested, 0.16% active; in the data active = activation mostly above about 9.7%, no sharp cut-off; inconclusive = no clear call, values can overlap the other calls; inactive = mostly below about 3.7%; note: not every result past the cut was called active; inactives centre near 0; reference of the scale not given here
TcdB inh – inhibitors of Clostridioides difficile toxin B glycohydrolase; TcdB glycohydrolase enzymatic assay, plate reader; 350,000 tested, 0.24% active; P18177; inhibition, % at 9.99 µM; in the data active = inhibition above about 10%
Yp Topo-I inh – blocks Yersinia pestis topoisomerase I activity; Y. pestis Topo-I cleavage product accumulation, plate reader; activity, % at 10 µM; 360,000 tested, 0.064% active; in the data active = activity above about 50%, passing the limit was not always enough; inconclusive = no clear call, values can overlap the other calls; note: inactives centre near 2
PriA SSB inh – K. pneumoniae PriA-SSBct interaction inhibition; 430,000 tested, 0.6% active; AlphaScreen SSBct-PriA binding, biotinylated peptide; inhibition, % at 33 µM; AID 1272365; in the data active = inhibition mostly above about 37%, no sharp cut-off; inactive = mostly below about 20%;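 note: plate controls were negative control peptide for no effect and reference peptide for full effect; strong numbers were not always called active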
BoNT A protease – inhibitors of Botulinum neurotoxin A light chain protease; inhibition, % at 10 µM; multiplex microsphere protease substrate cleavage, flow cytometry; 360,000 tested, 0.17% active; note: plate controls were buffer without enzyme for full effect and enzyme alone for no effect
Anthrax LF prot – inhibitors of Bacillus anthracis lethal factor protease; P15917; multiplex microsphere protease cleavage assay, LF; inhibition, % at 10 µM; 360,000 tested, 0.12% active; AID 588501; note: plate controls were buffer without enzyme for full effect and enzyme alone for no effect
PfHsp40 rescue – compounds rescuing yeast from Plasmodium falciparum HSP40 toxicity; 340,000 tested, 0.68% active; growth rescue, % at 12.5 µM; AID 504582; S. cerevisiae expressing PfHsp40, growth rescue, ATP luminescence; in the data active = growth rescue above about 28%, passing the limit was not always enough; inconclusive = no clear call, values can overlap the other calls;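 note: yeast W303a lacking pdr1 and pdr3 grown in galactose medium; growth measured after three days at 30 °C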
3CLpro inhibitor – SARS-CoV 3CLpro protease inhibition; recombinant SARS-CoV 3CLpro, quenched FRET peptide cleavage; inhibition, % at 6 µM; 290,000 tested, 0.14% active; P0C6X7; in the data active = inhibition above about 12%
VHR inh abs – inhibitors of human VHR1 phosphatase (DUSP3). P51452. recombinant VHR phosphatase, pNPP absorbance. inhibition, % at 13.3 µM. 290,000 tested, 0.52% active; in the data active = inhibition above about 50%; note: some compounds called inactive have numbers as strong as hits
CCHF vOTU inh – CCHFV vOTU protease inhibition; Pep-AMC fluorescence; inhibition, % at 11.5 µM; 370,000 tested, 0.55% active; AID 651958; in the data active = inhibition above about 30%; note: 0% = vehicle wells with enzyme and 100% = no enzyme wells
The depositor's hits bear a star; i = inactive; ? = inconclusive; . = no result given; & = joins results of further samples. Cut-off read from the data, not from the text of the source, unless noted: active = inhibition above about 30%; inconclusive = no clear call, values can overlap the other calls; inactive = below that. This is a subset; count on the stated rates, not on these rows.

SMILES	BH1578 lux ind	TcdB inh	Yp Topo-I inh	PriA SSB inh	BoNT A protease	Anthrax LF prot	PfHsp40 rescue	3CLpro inhibitor	VHR inh abs	CCHF vOTU inh
COc1cccc(CN2CCNC(=O)C2CC(=O)NCC2CCOCC2)c1 (stereo not drawn)	i	1.9	-4	-17	-2.5	-2	-0.9	0	11	12
COc1ccc(C(=O)Nc2ccccc2N2CCCCC2)cc1[N+](=O)[O-]	-0.7	0.3	-4	2	-0.8	0	0.1	6	13	-6
COc1ccc(S(=O)(=O)NCCc2nnc3ccc(SCC(=O)Nc4cc(C)on4)nn23)cc1	i	0.0	-1	-14&-10&-1	0.5	0	1.5	2	26	-2
Cc1ccc(-n2c(N)c(Br)c(=O)[nH]c2=O)cc1C	i	0.3	-7	-5	-1.3	-4	-0.5	3	1	2
COC(=O)C(C)NC(=O)C(C)NC(=O)OCc1ccccc1 (stereo not drawn)	-4.2	.	2	-7	-0.5	-3	-1.6	1	8	9
COc1ccc(-c2cc(C(=O)Nc3c(C)nn(Cc4ccccc4)c3C)no2)cc1	-0.1	.	8	-8	-1.8	-2	1.4	3	20	-2
O=C(CCc1ccc(S(=O)(=O)NCCc2ccccc2)cc1)Nc1ccc2c(c1)OCCO2	-0.2	-0.1	2	6	0.8	-2	3.0	2	9	-8
Fc1ccc(-c2oncc2-c2nnnn2-c2ccccc2)cc1F	-0.5	.	6	-29	3.4	5	0.7	1	3	2
CCC(NC(=O)c1cc(COc2cncc(Cl)c2)on1)c1ccncc1 (stereo not drawn)	0.2	1.2	4	-14	1.4	-1	1.5	-2	32	-7
O=C(NC(=S)Nc1ccc(Cc2ccncc2)cc1)c1ccccc1F	1.1	-0.5	-2	7	-0.2	-4	0.2	0	40	-3
CCn1c(C)nc2cc(C(=O)NNC(=S)Nc3ccc(OC)cc3)ccc21	-0.4	0.0	2	-10	1.0	2	2.1	-1	18	-2
Cc1ncc2n1-c1ccc(Cl)cc1C(c1ccccc1F)=NC2	i	0.2	6	8	-1.0	-4	0.0	.	.	-4
O=C(NC1CCCC1)C(c1ccc(Cl)cc1)N(Cc1ccc(F)cc1)C(=O)CCl (stereo not drawn)	-4.2	.	11	2	0.1	0	-0.7	-4	12	.
COc1cccc(NC(=O)Cn2nnc(C(=O)NCCc3ccccc3)c2N)c1	-0.3	1.7	-10	6	0.9	2	-1.6	-2	1	-11
COc1ccc(Sc2ncnc3onc(C)c23)cc1	i	1.0	8	-1	1.1	-2	0.8	8	10	-5
CC(=O)NC1=NN(C(C)=O)C2(S1)C(=O)N(CC(C)C)c1ccc(C)cc12 (stereo not drawn)	1.7	3.0	-12	-3	-2.3	-3	1.3	1	21	-11
NC(=O)CN1CC(c2ccccc2)CC1=O (stereo not drawn)	.	1.1	2	-9	0.6	-1	0.2	0	22	-2
Cc1occc1-c1nnc(SCC(=O)c2ccc(Cl)cc2)n1CC1CCCO1 (stereo not drawn)	0.3	-0.9	6	-7	0.4	-2	-0.3	2	30	5
COc1ccccc1CNC(=O)C(CCSC)NC(=O)c1cccc(S(=O)(=O)N2CCOCC2)c1 (stereo not drawn)	i	1.6	4	-8	-0.2	-3	-0.4	.	.	2
COc1ccc(-c2csc(C(C)(O)c3ccc(F)c(F)c3)n2)cc1OC (stereo not drawn)	-0.4	0.2	1	.	-0.3	5	.	.	.	0

The closing four compounds of the section before come first, to join the parts:
SMILES	BH1578 lux ind	TcdB inh	Yp Topo-I inh	PriA SSB inh	BoNT A protease	Anthrax LF prot	PfHsp40 rescue	3CLpro inhibitor	VHR inh abs	CCHF vOTU inh
NC(=O)CN1CC(c2ccccc2)CC1=O (stereo not drawn)	.	1.1	2	-9	0.6	-1	0.2	0	22	-2
Cc1occc1-c1nnc(SCC(=O)c2ccc(Cl)cc2)n1CC1CCCO1 (stereo not drawn)	0.3	-0.9	6	-7	0.4	-2	-0.3	2	30	5
COc1ccccc1CNC(=O)C(CCSC)NC(=O)c1cccc(S(=O)(=O)N2CCOCC2)c1 (stereo not drawn)	i	1.6	4	-8	-0.2	-3	-0.4	.	.	2
COc1ccc(-c2csc(C(C)(O)c3ccc(F)c(F)c3)n2)cc1OC (stereo not drawn)	-0.4	0.2	1	.	-0.3	5	.	.	.	0
Cc1c(C(=O)NCc2ccc(F)cc2)sc(=O)n1Cc1ccccc1	-1.0	0.0	10	.	-0.8	-2	.	.	.	-5
COC(=O)CSc1nc2ccccn2c(=O)c1C=O	-0.3	2.1	1	-8	0.5	2	0.2	3	4	-5
Cc1cccc(C)c1-n1nnnc1C(c1ccccc1OC(F)(F)F)N1CCC(n2c(=O)[nH]c3ccccc32)CC1 (stereo not drawn)	.	-4.0	.	.	0.8	-13	.	.	.	5
CCNC(=O)CSc1nnc(-c2ccccc2)n1-c1ccc(OCC)cc1	-1.0	.	2	-27	-0.2	-3	-0.1	-1	7	-9
Cc1nn(CCCC(=O)Nc2cc(Oc3ccc(F)cc3)cc([N+](=O)[O-])c2)c(C)c1[N+](=O)[O-]	-0.1	.	-14	-9	0.3	0	-1.1	5	0	-1
CC(C)c1ccc(NC(=O)[C@H](NC(=O)[C@@H]2Cc3ccccc3CN2)c2ccccc2)cc1	0.2	1.9	25	22	-1.2	-4	0.1	-1	-22	6
O=c1[nH]cnc2[nH]ncc12	8.3	0.4	2	-11&-1	-0.3	6	-1.7	-3	28	-3
COc1ccc(OC)c(NC(=O)COC(=O)CCCN=C2NS(=O)(=O)c3ccccc32)c1	i	4.8	-3	5	-0.3	0	-0.5	.	.	7
COc1ccc(C2CCCN2C(=S)Nc2ccc(C)cc2Cl)cc1OC (stereo not drawn)	-0.2	0.0	15	-6	-1.0	1	2.6	-1	16	14
Cc1cc(NC(=O)COC(=O)[C@@H](NS(=O)(=O)c2ccccc2)C(C)C)no1	-1.1	0.4	6	-6	-0.1	-6	-0.7	2	10	0
C=CCNC(=O)c1cc(-c2ccncc2)nc2c(C)cc(C)cc12	i	0.6	27	0	0.2	3	1.5	-3	41	-73
Cn1c(=O)c2c(nc(N3CCCCC3)n2CCSc2nc3ccccc3s2)n(C)c1=O	i	.	10	-3	-0.4	0	0.1	4	18	-4
COc1ccc(C(=O)Nc2ccc(Nc3ccccc3)cc2)cc1OC	-2.3	1.2	-5	13	-1.7	1	-0.5	4	10	5
Cc1ccc(NC(=O)CSCC(=O)NC2(C)CCS(=O)(=O)C2)cc1 (stereo not drawn)	i	-0.3	-15	-4	0.2	10	0.9	.	.	-11
COc1ccccc1OCCNC(=O)c1cc(C2CC2)nc2c1cnn2C(C)C	-2.5	1.8	35	-12	-0.4	-7	2.3	.	.	13
CSc1nsc(SCC(=O)Nc2ccccc2C(=O)O)n1	-0.5	1.6	6	-11	-0.2	-2	1.2	-2	-20	8
CCC1(c2ccc(F)cc2)NC(=O)N(CC(=O)Nc2ccc(S(N)(=O)=O)cc2)C1=O (stereo not drawn)	.	0.9	1	-14	-0.8	-8	-0.3	5	22	8
O=C(COC(=O)/C=C/c1ccc([N+](=O)[O-])cc1)NCc1ccco1	i	1.1	-3	-2	1.4	-6	-0.9	2	6	5
CCOc1ccc(-c2nnc(-c3cccs3)o2)cc1OCC	i	.	1	-1	-0.1	1	3.1	-5	-3	3
C[C@H](CO)N1C[C@H](C)[C@@H](CN(C)S(=O)(=O)c2ccccc2)Oc2c(NC(=O)Nc3ccc4c(c3)OCO4)cccc2C1=O	109*	0.3&-0.8	25	14	-0.6	1	0.5	.	.	-8

An excerpt from above in order of length of the SMILES, ascending.
SMILES	BH1578 lux ind	TcdB inh	Yp Topo-I inh	PriA SSB inh	BoNT A protease	Anthrax LF prot	PfHsp40 rescue	3CLpro inhibitor	VHR inh abs	CCHF vOTU inh
CCOc1ccc(-c2nnc(-c3cccs3)o2)cc1OCC	i	.	1	-1	-0.1	1	3.1	-5	-3	3
C=CCNC(=O)c1cc(-c2ccncc2)nc2c(C)cc(C)cc12	i	0.6	27	0	0.2	3	1.5	-3	41	-73
CCC1(c2ccc(F)cc2)NC(=O)N(CC(=O)Nc2ccc(S(N)(=O)=O)cc2)C1=O (stereo not drawn)	.	0.9	1	-14	-0.8	-8	-0.3	5	22	8

Single entries from above.
`COc1ccccc1OCCNC(=O)c1cc(C2CC2)nc2c1cnn2C(C)C` in TcdB inh is listed with 1.8
`CCOc1ccc(-c2nnc(-c3cccs3)o2)cc1OCC` in CCHF vOTU inh is listed with 3
`Cn1c(=O)c2c(nc(N3CCCCC3)n2CCSc2nc3ccccc3s2)n(C)c1=O` in CCHF vOTU inh is listed with -4
`Cc1cccc(C)c1-n1nnnc1C(c1ccccc1OC(F)(F)F)N1CCC(n2c(=O)[nH]c3ccccc32)CC1` (stereo not drawn) in TcdB inh is listed with -4.0

More records:
SMILES	BH1578 lux ind	TcdB inh	Yp Topo-I inh	PriA SSB inh	BoNT A protease	Anthrax LF prot	PfHsp40 rescue	3CLpro inhibitor	VHR inh abs	CCHF vOTU inh
CCOC(=O)N1CC=C2C(C#N)=C(N)C(C#N)(C#N)[C@H](c3ccsc3)[C@H]2C1	0.9	.	-5	-12	-0.3	-4	0.9	0	14	-5
CSc1nc(-c2ccco2)nn1S(=O)(=O)c1ccc(C)cc1	-0.2	1.0	5	-1	-0.1	5	0.4	-2	-1	6
CC1=CC2=NC(=O)/C(=C\c3cccn3CCOc3ccccc3C)C(=N)N2O1	i	0.7	-1	26	-0.2	1	14	5	0	9
Cc1ccc(C(=O)N/C(=C\c2ccc(C)o2)C(=O)O)cc1	-0.5	-1.5	0	-9	-0.2	4	1.3	1	-6	4
O=C(Nc1ccccc1)OCCNC(=O)c1cccc(Cl)c1	-0.3	.	-6	-11	-0.8	3	-0.9	2	-18	1
CCOc1cc(/C=N/n2c(C)nnc2C)ccc1O	i	9.6	-3	.	-1.2	-8	-1.0	1	20	8
COc1cccc(C2CC(c3cccc(C)c3)n3ncnc3N2)c1 (stereo not drawn)	0.0	2.2	5	4	0.0	5	-0.9	2	11	-8
O=C(c1ccco1)N1CCN(C(=O)c2cccc3c2C(=O)N(C2CCCCC2)C3)CC1	-0.4	0.4	1	4	-0.7	-1	-0.1	2	33	-12
CCOc1cc(/C=N/NC(=O)CN2CCCCC2)ccc1OCc1cccc(Cl)c1	i	.	6	.	-0.8	-3	-1.6	-7	15	14
COc1ccc(/C=C2/SC(=O)N(CCC(=O)Nc3ccc(C)cc3)C2=O)cc1OC	.	0.5	.	.	.	.	.	4	5	4
CC1CCCN(C(=O)COC(=O)c2cc(Br)ccc2O)C1 (stereo not drawn)	i	-0.1	6	-15	-1.4	2	0.3	.	.	-1
CCOC(=O)CCn1cnc2ccc([N+](=O)[O-])cc2c1=O	-1.3	1.3	6	-3	0.2	-2	-0.1	2	12	0
CN(CC(=O)NCC(=O)Nc1ccc(F)c(F)c1F)C1CCS(=O)(=O)C1 (stereo not drawn)	i	0.8	-1	0	0.4	4	-0.9	.	.	12
O=C(CNC(=O)c1ccccc1F)NC1CC1	i	.	2	-9	?	2	-0.9	-1	13	-9
Cc1ccc(NS(=O)(=O)c2ccc3c(c2)NC(=O)CCS3)c(C)c1	-0.4	-1.6	7	-9	0.7	0	-0.6	-4	-1	6
Cc1cc(OCCCCn2ccnc2)cc(C)c1Cl	0.5	2.7	23	13	-1.0	1	-1.8	-1	-1	13
Cc1ccc(S(=O)(=O)N2CCN(C(=O)c3ccc(-n4cncn4)c([N+](=O)[O-])c3)CC2)cc1	i	1.3	1	8	-2.2	5	0.1	.	.	-2
O=C(Nc1nc2ccccc2n1CCN1CCOCC1)c1ccc(COc2ccccc2Br)o1	i	0.8	32	-3	-0.7	-3	1.7	-3	12	-12
CCCCOP(=O)(c1ccc(N(C)C)cc1)C(O)c1ccc(OC)c(OC)c1 (stereo not drawn)	i	1.5	37	-7	?	-22	0.0	8	29	-15
c1ccc(SC23CCCCN(CCC2)C32OCCO2)cc1 (stereo not drawn)	.	1.9	.	.	-0.8	-5	.	.	.	-7
Clc1cccc(-c2ccc3ncnc(NCc4cccnc4)c3c2)c1	i	0.3	11	0	-0.3	-1	-1.4	.	.	-6
